EPAC1 agonist = qHTS for Agonist of cAMP-regulated guanine nucleotide exchange factor 3 (EPAC1): primary screen; Rap guanine nucleotide exchange factor 3 (Homo sapiens), O95398; hit rate 0.073% among 360,000; Potency, µM (highest dose often 154 µM), for inactives: at the highest dose activation, actives largely listed as activators; EPAC1 agonist qHTS, biochemical assay; response scale: 100% = response to 6.5 mM cAMP; also: potency is read from the fitted curve at half-maximal effect; nearly all actives have a fitted effect of over 60% in size
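EPAC1 100 nM, Rap1B–BODIPY-GDP 250 nM, unlabeled GDP 50 uM; compound titration; 5 min RT; kinetic read ex480/em540 at 5-min intervals ×30 min; data normalized to 6.5 mM cAMP agonist control.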
EPAC1 antag = qHTS for Antagonist of cAMP-regulated guanine nucleotide exchange factor 3 (EPAC1): primary screen; EPAC1 GEF assay, Rap1b-BODIPY-GDP exchange fluorescence; hit rate 0.14% among 360,000; Rap guanine nucleotide exchange factor 3 (Homo sapiens), O95398; AID 720709, 2013; Potency, µM (highest dose often 115 µM), without a hit: at the top dose activity change, negative = inhibition, usual class: inhibitors;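 also: potency is read from the fitted curve at half-maximal effect; plate controls were vehicle for no effect and positive control for full effect; nearly all actives have a fitted effect of over 50% in size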
GLP1R ag = qHTS of GLP-1 Receptor Agonists; hit rate 0.007% among 380,000; HEK293 GLP-1R CRE-luciferase, luminescence, 4-6 h; cells express a hypersensitive GLP-1R form; AID 624172, 2012; Glucagon-like peptide 1 receptor (Homo sapiens), P43220; Potency, µM (highest dose often 45.6 µM), for the others: top-dose activation, usual class: activators; also: potency is read from the fitted curve at half-maximal effect; % of control where 0% means no effect
HEK293 tox = qHTS of GLP-1 Receptor Inverse Agonists: Cytotox Screen; HEK293 cAMP-luciferase reporter cells, luminescence, 24 h; Potency, µM (series often up to 38.3 µM), for inactives: at the top dose activity change, negative = inhibition, actives largely listed as inhibitors; hit rate 0.13% among 410,000;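 also: loss of luciferase light is scored as toxicity; potency is read from the fitted curve at half-maximal effect; % is scaled to controls: 0 for no effect and ±100 for the full control effect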
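Luminescence readout: signal drop marks cytotoxicity. Plated cells grew 12 h at 37 °C, 5% CO2, received 23 nL compound for 24 h, then got luciferase reagent, read after 12 min at RT.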
PLK1 PBD inh = qHTS for Inhibitors of PLK1-PDB (polo-like kinase 1 - polo-box domain): Primary Screen; Serine/threonine-protein kinase PLK1 (Homo sapiens), P53350; Plk1 PBD binding of FITC phosphopeptide, fluorescence polarization; Potency, µM, for inactives: max response, negative = inhibition, actives largely listed as inhibitors; hit rate 2.8% among 360,000; AID 720504, 2013; also: potency is read from the fitted curve at half-maximal effect; series mostly up to about 57 µM; % is scaled to controls: 0 for no effect and ±100 for the full control effect; nearly all actives have a fitted effect of over 65% in size
GLP-1R inv ag = qHTS of GLP-1 Receptor Inverse Agonists (Inhibition Mode); Glucagon-like peptide 1 receptor (Homo sapiens), P43220; HEK293 GLP-1R CRE-luciferase, luminescence, 24 h; GLP-1R form is constitutively active; Potency, µM (doses to about 38.3 µM), for the others: at the highest dose activity change, negative = inhibition, actives largely listed as inhibitors; hit rate 1.6% among 410,000; AID 624417, 2012; also: potency is read from the fitted curve at half-maximal effect; % is scaled to controls: 0 for no effect and ±100 for the full control effect; nearly all actives have a fitted effect of over 55% in size
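Inverse agonism was detected as reduced cAMP-driven luciferase luminescence after 24 h compound treatment. The cells were HEK293 clones expressing constitutively active human GLP-1R with the reporter. Reporter-only and GPR119 cell lines served as counterscreen controls.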
PI5P4Ka inh = qHTS for Inhibitors of phosphatidylinositol 5-phosphate 4-kinase (PI5P4K). Phosphatidylinositol 5-phosphate 4-kinase type-2 alpha (Homo sapiens), P48426. PI5P4Kalpha enzyme, ADP-Glo luminescence, 60 min; hits give low values. max response, %. hit rate 1.2% among 330,000; active = max response of -50% or lower; inconclusive = between -30% and -50%; inactive = -30% or higher; also: value at the top dose of about 77 µM; % is scaled to controls: 0 for no effect and ±100 for the full control effect
Target sequence (P48426 whole entry, looked up): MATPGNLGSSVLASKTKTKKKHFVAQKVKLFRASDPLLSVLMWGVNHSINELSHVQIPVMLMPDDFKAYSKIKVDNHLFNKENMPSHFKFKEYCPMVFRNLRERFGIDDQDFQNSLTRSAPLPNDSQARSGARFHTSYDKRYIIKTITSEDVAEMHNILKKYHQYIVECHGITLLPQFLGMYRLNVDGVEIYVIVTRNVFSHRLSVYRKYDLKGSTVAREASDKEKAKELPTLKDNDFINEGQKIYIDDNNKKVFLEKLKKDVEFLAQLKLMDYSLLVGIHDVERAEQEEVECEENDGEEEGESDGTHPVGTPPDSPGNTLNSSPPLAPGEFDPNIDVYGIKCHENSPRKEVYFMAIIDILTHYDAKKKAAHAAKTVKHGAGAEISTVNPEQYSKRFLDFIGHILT
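Enzyme plus substrate dispensed, test compounds pinned in, then ATP (5 microM final) added. After 60 min at RT, ADP-Glo reagent 1 for 45 min and reagent 2 for 30 min preceded luminescence imaging.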
IL2 activator = qHTS of IL-2 Activators. IL-2 activation reporter assay, cell-based qHTS; stimulated with anti-CD3/CD4/CD28 beads; in transgenic mouse T cells. hit rate 0.065% among 360,000. AID 652025, 2013. activation, % (series mostly up to about 46 µM); in the data active = activation above about 50%; inconclusive = mostly about 30% to 49%; also: 0% is about no effect
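Unstimulated transgenic mouse T cells, 750 per well, received compound and, after 60 minutes, anti-CD3/anti-CD4 bead plus anti-CD28 stimulation. EGFP and DsRed were quantified after 18 hours.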
PTHR1 ag = qHTS for PTHR1 Agonists: Primary Screen; HEK293 GP2 PTHR1 cells, GloSensor cAMP luminescence, 1 h; Potency, µM (highest dose often 115 µM), for inactives: at the top dose activation, actives largely listed as activators; hit rate 0.075% among 410,000; also: potency is read from the fitted curve at half-maximal effect; nearly all actives have a fitted effect of over 55% in size; some results filed as inactive show a strong effect at the top dose; inactives centre near -15; many of its hits are not listed in these tables
Target sequence (Q03431 whole entry, looked up): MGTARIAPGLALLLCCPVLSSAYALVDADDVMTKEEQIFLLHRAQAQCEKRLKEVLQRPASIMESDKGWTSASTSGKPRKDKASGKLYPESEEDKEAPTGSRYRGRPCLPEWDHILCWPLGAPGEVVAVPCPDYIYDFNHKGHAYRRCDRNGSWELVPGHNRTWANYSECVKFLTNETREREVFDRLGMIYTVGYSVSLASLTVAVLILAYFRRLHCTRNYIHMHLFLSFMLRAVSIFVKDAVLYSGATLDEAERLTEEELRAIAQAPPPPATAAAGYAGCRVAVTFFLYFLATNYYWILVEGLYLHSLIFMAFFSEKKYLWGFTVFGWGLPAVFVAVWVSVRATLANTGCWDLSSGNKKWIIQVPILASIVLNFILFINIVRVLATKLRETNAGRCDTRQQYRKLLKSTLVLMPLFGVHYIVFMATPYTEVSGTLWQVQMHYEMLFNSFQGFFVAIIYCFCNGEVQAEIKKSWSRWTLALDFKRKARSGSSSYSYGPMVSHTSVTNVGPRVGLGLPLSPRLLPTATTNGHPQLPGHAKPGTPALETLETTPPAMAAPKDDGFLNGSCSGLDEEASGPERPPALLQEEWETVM
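HEK-293-derived GP2 cells expressing PTHR1 and a GloSensor cAMP reporter, 3,000/well, plated overnight, given luciferin plus IBMX (each 0.5 mM as added) for 1 h at 37 °C, then compound for 1 h at 37 °C. Luminescence was read after 15 min at room temperature.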
Active calls of the source: *; i = inactive; ? = inconclusive; / = not tested or not shown; & = joins results of further samples; [ ] = remark or other dose. Unless noted, calls follow the shape of the dose curve; as a rule, active = well fitted curve in the direction sought with a large enough effect; inconclusive = small, poorly fitted or top-dose-only effect, or another doubt; inactive = no such curve, though single readings can be large; an effect the other way counts as inactive or inconclusive. This is a subset; count on the stated rates, not on these rows.

SMILES	EPAC1 agonist	EPAC1 antag	GLP1R ag	HEK293 tox	PLK1 PBD inh	GLP-1R inv ag	PI5P4Ka inh	IL2 activator	PTHR1 ag
COC(=O)c1ccc(S(=O)(=O)N2Cc3ccccc3C2)cc1	-14.2%	-15.8%	6.8%	8.1%	-4.4%	21.3%	4.3	-0.8	-8.9%
C=CCn1c(=NC(=O)c2ccccc2[N+](=O)[O-])sc2cc(S(C)(=O)=O)ccc21	1.3%	-3.8%	18.0%	1.6%	-4.5%	90.7%[activator]	-11.2	-0.7	i
CCc1nc(SCC(=O)N2CCc3cc(OC)c(OC)cc3C2)c(C#N)cc1C	-1.7%	13.8%	17.8%	-6.2%	-29.5%	0.5%	-8.7	-0.6	-7.3%[57.5 µM]
CCOC(=O)c1c(C)oc2cc(Cl)c(O)c(CN(C)C)c12	7.3%	-17.9%	-0.8%	1.5%	-9.4%	12.3%	1.7	-1.7	-13.5%
O=C(N/N=C/C=C\c1ccc([N+](=O)[O-])cc1)c1cccnc1	6.3%	-1.0%	7.6%	-7.3%	-18.7%	8.1%	-0.3	-0.6	i
O=C(c1cccc2ccccc12)N1CCN(c2ccc([N+](=O)[O-])c(N3CCOCC3)c2)CC1	-2.5%	-9.6%	1.8%	?	-4.5%	?	2.0	-1.7	-4.7%
Cc1csc(NC(=O)CSc2nnc(NC(=O)C3CC(=O)N(c4ccccc4)C3)s2)n1 (stereo not drawn)	0.6%	9.0%	0.8%	-14.7%	0.5%	6.6%	-25.9	-2.0	i
CCCn1c(N)cc(=O)n(C)c1=O	2.2%	-11.1%	2.2%	-2.1%[7.66 µM]	-6.8%	2.2%[7.66 µM]	3.4	1.7	i
Cc1c(CCC(=O)N2CCC(C(=O)O)CC2)c(=O)oc2cc3oc4c(c3cc12)CCCC4	-25.8%	-3.9%	-4.2%	1.9%	-16.3%	16.6%	3.0	-0.5	-23.7%
Cc1ccc(C(=O)c2coc3ccc(O)cc23)cc1	6.0%	-1.2%	-1.6%	6.1%	-11.2%	?	-4.6	0.2	-41.5%[inhibitor]
Cc1c(NC(=O)CSc2ccc3c(c2)OCCO3)c(=O)n(-c2ccccc2)n1C	-3.7%	3.4%	-4.8%	-23.4%	26.7µM*	-38.2%	-13.0	2.2	i
COc1ccc(-c2cc(C(=O)NC(Cc3cc4ccccc4[nH]3)C(=O)O)c(C)o2)cc1OC (stereo not drawn)	3.4%	-0.2%	7.5%	-2.6%	?	9.6%	-8.7	2.5	i
Cc1cc(C)nc(NC(C)(C)C(=O)O)n1	3.9%	-11.5%	-0.3%	-10.7%	-15.3%	-5.6%	-7.0	1.5	i
CCN(CC(=O)Nc1cccc(F)c1)CC(=O)Nc1ccccc1OC	-9.1%	-7.0%	12.2%	-4.9%	2.4%	?	-4.3	-1.6	-24.7%
COc1cc(N2CN=c3s/c(=C\c4ccccn4)c(=O)n3C2)cc(OC)c1OC	3.9%	2.0%	-3.8%	-8.8%	?	51.0%[activator]	-5.6	-0.7	-8.2%[57.5 µM]
COc1ccc(-c2nn(-c3ccccc3)cc2C(=O)N/N=C/c2ccc([N+](=O)[O-])o2)cc1	0.1%	-19.9%	6.1%	1.6%	-2.6%	25.7%	-4.8	-4.1	-21.7%
Cc1cc(Oc2ccc(C(C)(C)C)cc2)nc(N2CCOCC2)n1	2.6%	-11.4%	-1.0%	3.1%	1.9%	-6.3%	22.7	3.4	i
Fc1ccc(CNC(=S)Nc2cccc(Cl)c2)cc1	11.7%	-7.1%	-0.4%	-18.7%	-2.8%	?	1.2	-0.2	-39.6%[inhibitor]
Cc1ccccc1N1CCN(S(=O)(=O)N(C)C)CC1	8.4%	39.0%[activator]	-0.6%	14.8%	-2.8%	-3.2%	1.5	-0.8	-18.1%
COC(=O)c1ccc(C2/C(=C(\O)c3ccc4c(c3)OCCO4)C(=O)C(=O)N2CCCN2CCOCC2)cc1 (stereo not drawn)	-0.5%	-5.2%	-3.9%	0.3%	-6.0%	3.8%	0.1	-0.3	-2.0%
CC(C)(C)c1nnc(N/N=C/c2ccc(Br)cc2)n(N)c1=O	-3.5%	-9.9%	-12.3%	-34.7%	3.7%	?	17.4	0.3	-36.4%[inhibitor]
O=C(NNc1ccccc1)OCc1ccccc1	12.2%	2.6%	3.4%	-26.3%	-8.7%	?	1.3	-1.7	-12.2%
COCCCn1c(=S)[nH]c2ncccc2c1=O	-5.6%	3.6%	-12.4%	-0.4%	-3.1%	36.0%[activator]	-7.0	-1.4	i
CN1CC(=O)Nc2ccc([N+](=O)[O-])cc2C1=O	-10.4%	7.0%	-1.5%	-21.0%	1.2%	2.6%	-3.7	-1.5	24.4%
O=C(Nc1ccccc1O)c1ccc(NS(=O)(=O)c2cccc3cccnc23)cc1	2.5%	-23.5%	12.0%	2.1%	0.8%	10.4%	-15.0	-1.3	-49.5%[inhibitor]
CC(=O)c1ccccc1NC(=O)CCNC(=O)c1ccco1	0.6%	-8.3%	3.1%	11.8%	1.3%	11.8%	-3.7	-2.2	i
Cc1cccc(-n2c(=O)c3c4c(sc3n3c(=S)[nH]nc23)CCC4)c1	-1.7%	8.8%	-1.2%	-16.7%	-11.4%	6.8%	-17.1	-0.4	-16.6%
Cc1ccn(CC(=O)N2CCCC(N3CCN(c4ccc(F)cc4)CC3)C2)n1 (stereo not drawn)	2.2%	21.1%	2.9%	0.8%	-1.4%	6.2%	-5.0	0.0	-22.0%
COc1ccc(C(=O)Nc2cc3c(cc2N2CCOCC2)n(C)c(=O)n3C)cc1OC	-18.9%	10.6%	3.6%	-0.7%	1.4%	19.3%	-6.4	-2.2	i
CCn1ncc(CN2CCC(n3nccc3NC(=O)c3ccccc3Cl)CC2)c1C	-5.6%	1.8%	-2.7%	2.3%	-1.2%	-7.8%	0.8	-2.4	-21.8%
CC(C)C[C@H]1CN(CCCC[C@H]2CNC(=O)C(=O)N2CCc2ccccc2)C(=O)C(=O)N1CCc1ccccc1	6.7%	-21.5%	3.4%	1.9%	-3.1%	19.1%	4.9	0.0	-0.7%
C/C(=N\NC(=O)c1cccc(O)c1)c1ccc(NC(=O)Cc2ccccc2)cc1	1.5%	5.7%	-0.3%	-1.0%	1.4%	?	2.6	-2.9	-11.1%
CC(=O)N(C)c1ccc(NC(=O)C(c2ccccc2)c2ccccc2)cc1	-0.8%	-14.9%	-0.7%	-9.8%	-3.4%	-0.5%	-3.9	-0.5	i
Cc1ccc2c(c1)c(=O)c(S(=O)(=O)c1ccc(F)cc1)cn2CC(=O)Nc1ccc2c(c1)OCO2	/	/	-1.2%	-0.6%	/	-10.0%	/	/	-23.9%
CC(=O)Nc1ccc(S(=O)(=O)NCC2CCC(C(=O)NCCc3ccccc3)CC2)cc1 (stereo not drawn)	-2.2%	-3.8%	-2.6%	-0.6%&0.6%	-10.7%	0.1%&12.1%	0.4	-2.8	-3.9%
O=C(CCSc1ccc(Br)cc1)Nc1cccnc1	-3.0%	7.0%	15.6%	8.4%	-22.4%	-23.0%	5.1	-4.7	-37.3%[inhibitor]
CN(C)S(=O)(=O)c1ccc(C(=O)NC(=O)CSc2ccccc2)cc1	-1.2%	14.9%	1.5%	-1.6%	-26.1%	-1.8%	-2.1	-2.4	-7.8%
Cc1ccc(C(=O)Nc2nnc(-c3ccc(C(C)(C)C)cc3)s2)cc1	-0.3%	18.1%	-7.4%	-8.5%	-4.0%	8.4%	-0.6	1.5	i
O=C(COc1ccccc1)N=C1SC2CS(=O)(=O)CC2N1Cc1ccccc1 (stereo not drawn)	7.4%	-20.8%	-1.8%	-7.8%	-9.4%	-5.0%	5.9	0.1	-4.8%
Nc1cc(-c2ccc(Cl)cc2)nn1S(=O)(=O)c1ccccc1	-13.8%	-28.2%	1.0%	4.2%	-20.5%	-9.5%	4.2	1.0	-84.4%[inhibitor]

Look-ups from the results shown:
Entry for COc1ccc(-c2cc(C(=O)NC(Cc3cc4ccccc4[nH]3)C(=O)O)c(C)o2)cc1OC (stereo not drawn) under IL2 activator: 2.5
Entry for CCn1ncc(CN2CCC(n3nccc3NC(=O)c3ccccc3Cl)CC2)c1C under EPAC1 antag: 1.8%

The listing continues:
SMILES	EPAC1 agonist	EPAC1 antag	GLP1R ag	HEK293 tox	PLK1 PBD inh	GLP-1R inv ag	PI5P4Ka inh	IL2 activator	PTHR1 ag
COc1ccccc1C1=NOC(C)(c2sc(-c3ccc(Cl)cc3)nc2C)C1 (stereo not drawn)	1.3%	-3.4%	19.9%	2.6%	-0.1%	-1.1%	28.5	-0.3	-28.9%
O=C1c2ccccc2C(O)(c2ccccc2)N1c1ccc([N+](=O)[O-])cc1Cl (stereo not drawn)	4.1%	-3.4%	-12.7%	-5.6%	-14.9%	?	1.6	0.1	-21.1%
O=C(c1ccco1)N1CCC(c2nc(-c3ccccc3Cl)no2)CC1	5.7%	-0.8%	-8.6%	-14.2%	-0.2%	0.0%	/	0.6	-2.7%[57.5 µM]
Cc1ccnc(Sc2ccc([N+](=O)[O-])cn2)n1	-12.1%	-5.4%	-3.3%	-6.4%	-6.1%	2.0%	0.8	0.3	-35.4%
Cc1onc(-c2c(Cl)cccc2Cl)c1C(=O)N=C(N)N1CC(C)OC(C)C1 (stereo not drawn)	-2.9%	-18.9%	6.6%	1.0%	-4.9%	?	-0.1	-0.1	i
CC(=O)N1CCN(C(=S)NCc2ccccc2)CC1	6.5%	4.7%	-0.3%	-9.6%	-1.8%	13.5%	-5.5	-2.2	-17.6%

From PubChem BioAssay
